# PP1 counter: blocks human PP1-alpha phosphatase, a PP5 counter-screen; P62136; purified PP1alpha, OMFP fluorescence; inhibition, % at 6.7 µM; 320,000 compounds, 0.9% hits; AID 2235;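 active = inhibition above the mean inhibition of all tested compounds plus 3 SD, computed separately for each screening campaign, cut at about 15% in these data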
# Target sequence (P62136 whole entry, looked up): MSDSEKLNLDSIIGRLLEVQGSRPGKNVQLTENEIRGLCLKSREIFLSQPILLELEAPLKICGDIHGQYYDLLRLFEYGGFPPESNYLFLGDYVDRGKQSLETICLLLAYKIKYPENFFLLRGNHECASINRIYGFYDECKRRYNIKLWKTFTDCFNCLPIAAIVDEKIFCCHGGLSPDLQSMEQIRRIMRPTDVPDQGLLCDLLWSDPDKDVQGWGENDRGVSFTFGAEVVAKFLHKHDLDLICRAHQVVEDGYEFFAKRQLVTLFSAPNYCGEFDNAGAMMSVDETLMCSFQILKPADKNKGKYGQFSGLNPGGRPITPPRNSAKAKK
# TPT1 inh: inhibitors of Candida albicans tRNA 2'-phosphotransferase TPT1. recombinant caTPT1, FP RNA substrate dephosphorylation. inhibition, % at 5 µM. 300,000 compounds, 0.81% hits;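 active = inhibition above the mean of all tested compounds plus 3 SD, set per screening campaign, cut at about 24% in these data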;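 also: plate controls were DMSO alone for no effect and ferristatin control at 100 nM for full effect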
# GASC-1 inh: inhibitors of human GASC-1 (JMJD2C) demethylase; Q9H3R0; GST-JMJD2C(1-420) H3K9me3 demethylation, DELFIA europium; inhibition, % at 2.35 µM; 330,000 compounds, 0.069% hits; AID 2099;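 active = more than half of a compound's replicate wells show inhibition beyond 50%, single wells judged on their own value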;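 also: signal counts dimethyl H3K9 product captured on neutravidin plate; 0% = median of DMSO wells and 100% = 0.3 times that DMSO median; strong numbers were not always called active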
# ZTA DNA inh: ZTA (EBV) inhibition in EBNA-1 counter-screen | ZTA-DNA binding, fluorescence polarization | inhibition, % at 11 µM | 320,000 compounds, 0.15% hits | AID 2234; in the data active = inhibition above about 33%
# Target sequence (P03206 whole entry, looked up): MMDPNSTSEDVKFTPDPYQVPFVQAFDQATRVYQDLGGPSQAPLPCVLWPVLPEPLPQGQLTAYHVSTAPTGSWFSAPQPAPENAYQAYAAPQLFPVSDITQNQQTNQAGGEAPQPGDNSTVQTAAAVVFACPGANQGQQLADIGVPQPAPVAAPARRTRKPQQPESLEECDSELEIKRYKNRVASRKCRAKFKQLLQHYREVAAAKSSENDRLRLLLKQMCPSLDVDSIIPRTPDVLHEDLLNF
# core dimer inh: HCV core protein dimerization inhibition; 300,000 compounds, 0.33% hits; inhibition, % at 5 µM; TR-FRET GST/Flag-core106 dimerization, 1536-well;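 active = inhibition above the mean of all tested compounds plus 3 SD, set per screening campaign, cut at about 45% in these data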
#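 System: GST-tagged and Flag-tagged HCV core protein residues 1-106 / Input: core106 proteins, GST 13.5 nM and Flag 17 nM / Buffer or medium: KF-containing HEPES buffer, pH 7.45, DTT, CHAPS, BSA / Probe or stimulus: Eu-anti-GST and XL665-anti-Flag labelled anti-tag antibodies / Schedule: 4 h, 22.5 °C incubation / Technique: TR-FRET 671 and 617 nm emission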
# PP5 primary: PP5 (human) phosphatase inhibition | P53041 | purified PP5c, OMFP substrate fluorescence | inhibition, % at 6.7 µM | 320,000 compounds, 0.18% hits | AID 1987;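 active = inhibition above the campaign's mean inhibition across all tested compounds plus 3 SD, cut at about 9.5% in these data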;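 also: 0% = DMSO only and 100% = 100 µM cantharidin control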
# Target sequence (P53041 whole entry, looked up): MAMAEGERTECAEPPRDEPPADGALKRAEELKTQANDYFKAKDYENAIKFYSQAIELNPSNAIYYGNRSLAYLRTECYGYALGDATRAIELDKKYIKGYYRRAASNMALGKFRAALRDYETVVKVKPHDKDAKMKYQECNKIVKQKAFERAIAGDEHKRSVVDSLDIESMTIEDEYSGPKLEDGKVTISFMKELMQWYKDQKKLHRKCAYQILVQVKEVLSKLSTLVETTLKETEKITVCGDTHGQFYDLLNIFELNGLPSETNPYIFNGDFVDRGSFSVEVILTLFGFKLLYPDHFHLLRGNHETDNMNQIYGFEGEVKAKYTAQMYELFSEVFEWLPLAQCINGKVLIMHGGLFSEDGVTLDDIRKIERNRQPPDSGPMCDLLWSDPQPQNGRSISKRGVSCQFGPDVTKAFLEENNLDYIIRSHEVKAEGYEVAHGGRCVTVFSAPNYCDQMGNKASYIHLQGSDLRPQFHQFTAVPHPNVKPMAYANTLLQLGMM
# EBNA-1 inhibitor: blocks EBNA-1 binding to DNA; inhibition, % at 14.8 µM; AID 1950; EBNA-1 DNA binding, fluorescence polarization; 300,000 compounds, 0.34% hits; in the data active = inhibition above about 28%
# CR mimetic SO: lowers age-related superoxide in aged yeast cells; S. cerevisiae aged cells, superoxide DHE fluorescence; stronger effect = lower value; superoxide response (% of plate mean), % at 10 µM; 330,000 compounds, 0.18% hits; AID 2690;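 active = superoxide response under a set limit, about three screen SD below normal, cut at about 65% in these data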;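 also: yeast aged for seven days with compound at 30 °C before DHE staining; 100% = average MFI of all compound-treated wells on the plate with controls excluded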
# CTSL1 counter: cathepsin L1 inhibition, PFM18AAP counter-screen. recombinant F. hepatica cathepsin L1, Z-Leu-Arg-MCA fluorescence. 300,000 compounds, 0.49% hits. inhibition, % at 5.96 µM. AID 1906;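 active = inhibition above the mean of all tested compounds plus 3 SD, set per screening campaign, cut at about 17% in these data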;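 also: 0% = plate median of test compound wells and 100% = 1 µM Z-Phe-Ala-diazomethylketone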
# * hit, by the source's call; i = inactive; · = not tested or not shown. This is a random part of the collection; overall some 3.1% were active at least once.
SMILES,PP1 counter,TPT1 inh,GASC-1 inh,ZTA DNA inh,core dimer inh,PP5 primary,EBNA-1 inhibitor,CR mimetic SO,CTSL1 counter
COc1cc(CC(=O)OCC(=O)Nc2ccc(S(=O)(=O)N3CCCC3)cc2)cc(OC)c1OC,-2,-1,1,3,1,1.1,0,96,-5
COc1ccc(OC)c(C2c3[nH]c4ccccc4c3C[C@H]3C(=O)N(CCCOC(C)C)CC(=O)N23)c1 (some centres not stated),-2,-2,-22,-5,6,0.9,4,92,1
CC(=O)N/C(N)=N/c1nc2cc(C)ccc2o1,-1,-1,19,3,-3,2.3,0,110,-2
CCCCn1c(C2CCCCC2)nc2cc3[nH]c(=O)c(C(C)C)nc3cc21,-1,5,-8,-4,21,3.6,1,105,1
N#CCCN(C(=S)NC(=O)c1ccco1)c1ccccc1F,-5,-2,4,-17,-4,-0.9,8,100,0
Cc1ccc(S(=O)(=O)N2CCOCC2)cc1NC(=O)Cn1ccsc1=N,2,5,-1,-6,1,-1.6,2,87,3
COCc1c(C(=O)N/N=C(/C)c2ccc(OCc3ccccc3)cc2)nnn1-c1nonc1N,1,13,-6,19,4,-2.0,2,101,-1
Cn1cccc1/C=N/NC(=O)Cc1ccccc1,2,-1,-8,-25,-9,2.8,-5,108,-1
COc1ccc(C2=CC(c3sccc3C)n3nnnc3N2)cc1 (configuration not stated),-2,-6,5,-13,6,1.2,11,98,1
CCCC(C(=O)NC1CCCC1)N(CC1CCCO1)C(=O)c1snc(C(N)=O)c1N (configuration not stated),-10,-3,2,-8,2,3.5,-2,110,6
CCn1c(=O)c2c(nc3n2CCCN3CCc2ccccc2)n(C)c1=O,2,5,0,-28,-4,1.9,-7,115,3
CCc1noc(C)c1C(=O)Nc1ccc(S(=O)(=O)N2CCCC(C)C2)cc1 (configuration not stated),-1,-1,108,11,0,1.2,0,96,-2
Cc1ccc(OCC(=O)NCCNC(=O)COc2ccc(C)cc2)cc1,1,1,2,-24,-3,-0.1,-1,106,4
O=C1CC(N2CCC(c3nc4ccccc4o3)CC2)C(=O)N1Cc1cccs1 (configuration not stated),-3,-4,0,0,2,1.8,-1,111,-3
CCCc1ncc(C(O)c2cccc(OC)c2OC)n1C (configuration not stated),1,-1,-2,-6,0,-0.7,12,97,-1
O=C(CSc1nnnn1-c1ccccc1)CC(=O)Nc1ccc(Cl)cc1,4,2,·,18,15,2.5,9,105,24*
COc1ccc(C(=O)N/C(=C\c2ccccc2)C(=O)Nc2ccc(C(=O)NCC(=O)O)cc2)cc1,-2,-2,5,-1,-3,-0.7,-5,104,4
O=C1OCCC1Sc1nnc(-c2ccc(Br)cc2)o1 (configuration not stated),-2,-6,-5,-16,1,0.7,0,106,-1
Cc1cc(C)nc(N/N=C/C(Cl)=C/c2ccccc2)n1,-1,3,5,-8,-5,1.1,-6,100,2
O=C1/C(=C/c2ccc(O)cc2)CCc2ccc([N+](=O)[O-])cc21,-3,-4,5,4,12,-0.3,-3,104,-1
CC(C)c1cc(N2CCN(C(=O)c3ccco3)CC2)n2c(nc3ccccc32)c1C#N,-2,-4,80,-5,10,-0.8,12,100,2
NC1=NC2(CCCCC2)N=C(Nc2ccc(F)cc2F)N1,0,-2,0,12,-3,0.4,17,94,-5
CC1(C)CC(CCN(Cc2ccccc2)C(=O)c2ccco2)(c2ccccc2)CCO1 (configuration not stated),0,2,0,-8,19,2.6,-9,103,5
CCCC(=O)Nc1ccc2nn(-c3ccc(OC)cc3)nc2c1,3,4,2,-7,-5,6.1,2,81,3
Cc1ccc([N+](=O)[O-])cc1S(=O)(=O)Nc1ccc(C(=O)N(C)C)cc1,0,1,1,-2,1,1.6,-6,108,-1
CC(C)CCNC(=O)CN(Cc1ccc2c(c1)OCO2)C(=O)Cn1nnc(-c2cccs2)n1,2,-2,-3,10,3,2.2,3,91,2
CCC(C)(C)NC(=O)c1ccc(Sc2nncn2C)c([N+](=O)[O-])c1,0,-3,3,-6,1,1.4,-6,106,1
Cc1nn2c(N3CCN(C)CC3)cc(C(C)(C)C)nc2c1-c1ccccc1,4,-1,3,-1,-3,0.9,-7,i,0
O=C(NC1CC1)c1nc2c(nnn2Cc2ccccc2Cl)c(=O)[nH]1,-2,2,2,0,0,1.1,0,94,-2
COc1ccc(CC(=O)NCC(=O)N/N=C/c2c[nH]c3ccccc23)cc1,-1,1,7,11,15,1.5,-2,106,1

# Quoted at random: two compounds from above, in no set order.
SMILES,PP1 counter,TPT1 inh,GASC-1 inh,ZTA DNA inh,core dimer inh,PP5 primary,EBNA-1 inhibitor,CR mimetic SO,CTSL1 counter
O=C1OCCC1Sc1nnc(-c2ccc(Br)cc2)o1 (configuration not stated),-2,-6,-5,-16,1,0.7,0,106,-1
NC1=NC2(CCCCC2)N=C(Nc2ccc(F)cc2F)N1,0,-2,0,12,-3,0.4,17,94,-5

# Following part:
SMILES,PP1 counter,TPT1 inh,GASC-1 inh,ZTA DNA inh,core dimer inh,PP5 primary,EBNA-1 inhibitor,CR mimetic SO,CTSL1 counter
CC(C)CCn1c(NCCN(C)C)nc2c1c(=O)[nH]c(=O)n2C,-2,-2,40,0,-3,0.6,-6,97,-1
CCc1c(C)nc2cc(-c3cccc(Br)c3)[nH]n2c1=O,2,2,2,5,-5,-3.3,2,84,1
CCN(CC(=O)Nc1c(F)cccc1F)C(=O)CCc1nc2cc(S(=O)(=O)N3CCOCC3)ccc2n1C,-3,0,-2,-1,1,-1.1,12,105,1
CC(=O)Nc1c(C(=O)C2CC2)oc2ccccc12,2,-1,2,5,0,-2.8,9,95,-5
Cc1c(C(=O)Nc2c(C)n(C)n(-c3ccccc3)c2=O)oc2c(Cl)cccc12,-1,-1,4,-2,-2,2.1,1,92,-1
Cc1ccc(NC(=O)C2CCN(c3ncnc4c3nc3n4CCCCC3)CC2)nc1,-3,-1,-4,-3,-5,3.3,-2,96,0
Cc1c(Cl)cccc1-c1ccc(CNCc2ccccn2)o1,13,-4,0,3,0,-1.0,-4,102,10
C#CCOCCOCCOCCNc1nc(N2CCN(C(=O)C(Cc3ccc(O)cc3)n3cc(C(N)C(C)CC)nn3)CC2)nc(N2CCN(C(=O)C(Cc3ccc(O)cc3)n3cc(C(N)C(C)CC)nn3)CC2)n1 (configuration not stated),3,-4,5,6,-6,-0.1,1,102,0
Cn1c(=O)oc2cc(S(=O)(=O)N3CCOCC3)ccc21,-1,-1,-1,2,-6,2.3,-9,88,-1
Cc1cc(Cl)ccc1NC(=S)NCc1ccco1,-2,-1,5,5,1,0.8,10,92,-3
CN=C(Nc1ccccc1OC)SC1CC(=O)N(c2ccc(C(=O)OC)cc2)C1=O (configuration not stated),2,1,6,17,5,4.0,0,111,-2
O=C(Nc1ccon1)c1cc2c(s1)CCCC2,0,0,-7,2,6,3.2,-3,119,0
O=C(C1CCN(c2nnc(-n3cccc3)s2)CC1)N1CCN(Cc2ccc3c(c2)OCO3)CC1,-2,-2,-2,5,12,-0.3,-8,100,1
COc1ccc2c(C)cc(SCc3c(C)noc3C)nc2c1,2,-4,8,-13,2,4.0,0,99,-4
Cn1c(=O)c2c(ncn2CC(=O)Nc2cccc(S(=O)(=O)Nc3ccccc3F)c2)n(C)c1=O,-2,-3,-2,11,-1,0.7,13,96,1
Cc1cc(=O)oc2c3c(cc(OCC(=O)N4CCC[C@H]4C(=O)O)c12)OC(C)(C)CC3,-2,4,·,-2,-1,1.0,174*,147,1
Cc1occc1C(=O)N1CCC2(CCCN(Cc3ccc(F)c(F)c3)C2)C1 (configuration not stated),-2,-4,-10,-5,-4,1.2,4,99,6
O=C(Cn1c(=O)cnc2ccccc21)NC1CCC(O)CC1 (configuration not stated),-3,-2,-18,-5,-8,-0.7,5,105,-3
COc1cccc(CN(C)C(=O)CNC(=O)c2sc3ccccc3c2Cl)c1OC,2,0,-5,7,9,0.2,-1,102,0
COCCn1c(SCC(=O)Nc2ccccc2C(F)(F)F)nc2ccccc2c1=O,-4,-1,-8,-12,-5,2.0,-8,99,-3
Cc1cc(NC(=O)COc2ccc(F)c(Cl)c2)no1,-2,-4,-9,0,-1,-1.3,-1,100,4
CC(=O)Nc1cc(C(=O)N2CCOCC2)ccc1S(=O)(=O)c1ccc(C)cc1,-1,3,14,12,1,-3.3,5,91,-3
CCN(C(=O)COC(=O)c1c(C)c(-c2ccccc2)nc2ccccc12)C1CCS(=O)(=O)C1 (configuration not stated),-8,3,-3,-23,2,2.5,-6,97,6
CCOc1ccc(NC(=O)CN2C(=O)COc3ccccc32)cc1,2,-3,-6,-8,-4,0.2,5,95,5
Nn1c(Cc2ccccc2F)nnc1SCn1nnc2ccccc2c1=O,-1,-2,1,-25,0,1.9,10,88,1
COc1ccc(CC(=O)n2[nH]c(=O)ccc2=O)cc1OC,-2,-2,14,-2,-2,-1.8,-2,100,-5
CC(=O)/C(=N\Nc1ccc(Cl)cc1Cl)Sc1nnc(-c2ccccc2)n1-c1ccccc1,-5,3,18,-9,5,-0.1,2,118,4
Cc1ccccc1CSCc1nc(N)nc(Nc2ccccc2C)n1,-2,-2,5,3,-4,-0.1,16,93,1
CCOc1ccc(OCC)c(N=c2oc3c(C)ncc(CO)c3cc2C(N)=O)c1,1,-2,-7,5,-9,2.6,-3,96,1
CSc1ncccc1C(=O)N1CCN(S(=O)(=O)c2cc(C)ccc2C)CC1,3,0,-6,0,-5,-1.9,-3,85,1
COc1cc(OC)c2c(-c3ccccc3)cc(=O)oc2c1C(CC(=O)N1CCOCC1)c1ccc2c(c1)OCO2 (configuration not stated),-3,1,-5,-8,10,2.4,-2,·,2
Cc1cc(C)cc(Oc2c(C(F)(F)F)oc3cc(OCC(=O)O)ccc3c2=O)c1,3,-1,3,-5,-4,2.5,4,121,6
Cc1ccccc1-c1nnn(C/C(N)=N/O)n1,-1,3,12,-13,4,1.2,6,96,1
CC(=O)NC(Cc1cc(C)ccc1C)C(=O)N1CCN(C(=O)c2ccc([N+](=O)[O-])cc2)CC1 (configuration not stated),-2,-1,-18,4,-3,-0.9,3,129,0
S=c1sc2c(N3CCOCC3)ncnc2n1-c1ccccc1,-2,-2,11,-15,3,0.7,-9,121,6
Cc1cccc(NC(=O)c2ccc(S(=O)(=O)N3CCCC3)cc2)c1C,-2,-5,3,-8,3,1.9,-15,91,2
Cc1ccccc1OCC(=O)NNC=O,-6,-1,3,-16,-2,3.7,-19,108,-11
COc1ccc(NC(=O)CN2C(=O)NC3(CCCC3)C2=O)cc1S(=O)(=O)N1CCCCC1,-1,·,·,13,·,-0.7,·,105,·
CCCNC(=O)NS(=O)(=O)c1ccc(Cl)cc1,1,1,3,-3,-1,-0.9,11,91,-1
CS(=O)(=O)N1CCN(C2Cc3ccccc3C2)CC1,-4,1,-5,8,1,2.5,2,110,-5
CCOC(=O)C1CCCN(c2nc3ccccc3nc2C(C#N)C(=O)OC(C)C)C1 (configuration not stated),-2,2,3,9,11,2.7,-2,112,0
CCOC(=O)C1CCN(C(=O)CCNC(=O)c2ccccc2OC)CC1,3,-1,-2,-19,-3,1.0,4,104,0
COc1ccc(N2CCN(C3CCCN(Cc4cccc(C)c4)C3)CC2)cc1 (configuration not stated),1,1,-2,4,-3,3.2,0,97,-1

# Four compounds out of the list above, sorted by the value under GASC-1 inh, ascending:
Molecule,GASC-1 inh
CS(=O)(=O)N1CCN(C2Cc3ccccc3C2)CC1,-5
CCCNC(=O)NS(=O)(=O)c1ccc(Cl)cc1,3
S=c1sc2c(N3CCOCC3)ncnc2n1-c1ccccc1,11
Cc1ccccc1-c1nnn(C/C(N)=N/O)n1,12

# Assay outcomes (PubChem)
